Peg3 imprint = induces erasure of genomic imprints in mouse ES cells. Potency, µM (top dose mostly 60.7 µM), inactives show at the top dose activity change, positive = activation, hits mostly activators. actives 0.02% (n = 110,000). mouse ES Peg3-LacZ reporter, beta-gal luminescence, 40 h. AID 1948;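 also: 0% = negative control wells on the plate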
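Each well holds 300 Peg3LacZ-Neo (maternal) female ES cells incubated 40 h at 37C, 5% CO2. LacZ is measured by BetaGlo luminescence, with AC50 and maximum efficacy derived from dose-response curves.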
p53ts 32C tox = p53ts cell cytotoxicity, permissive temperature; AID 924; actives 0.93% (n = 130,000); H1299-p53A138V at 32C, ATP luminescence viability, 24 h; Potency, µM (series often up to 46.1 µM), for inactives: at the highest dose activity change, negative = cytotoxicity, usual class: cytotoxic;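 also: 0% = DMSO and -100% = full killing by reference compound; nearly all actives have a fitted effect of over 55% in size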
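H1299-p53 A138V cells (temperature-sensitive p53) exposed 24 h to up to 46 uM compound at 32C, where p53 is wild-type in conformation. Viability read as ATP luminescence and normalised to DMSO and 100 uM tamoxifen. AC50 fitted with the Hill equation.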
p53ts 39C tox = kills p53ts cells at the nonpermissive temperature | H1299-p53A138V viability at 39C, ATP luminescence, 24 h | Potency, µM (highest dose often 46.1 µM), for inactives: at the top dose activity change, negative = cell killing, hits mostly cytotoxic | actives 1.5% (n = 130,000) | AID 902; also: nearly all actives have a fitted effect of over 55% in size
IkB signaling = suppresses IkB signaling in ABC-DLBCL reporter cells. ABC-DLBCL IkBa-CBG/CBR dual luciferase ratio, 4 h; response scale: scaled: untreated 0%, proteasome inhibitor 100%. Potency, µM (highest dose often 57.1 µM), for the others: at the top dose IkBa stabilization activation. actives 0.04% (n = 110,000); active = well fitted curve in the direction sought with a large enough effect in the signal ratio, not every such curve was filed as active; inconclusive = small, poorly fitted or top-dose-only effect, or a change in a side signal; the % refers to the signal ratio;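 also: the direction sought is a rising ratio; 0% = basal untreated cells and 100% = reference inhibitor full response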
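In this assay, an IκBα–CBG68 fusion accumulates when IKK-driven degradation is blocked; native CBR normalizes for cell number. OCI-Ly3 cells were treated 4 h with compound and doxycycline, then green and red light read after Chroma-Glo addition.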
Active calls of the source: *; u = inconclusive; x = not tested or not shown; [ ] = remark or other dose. Unless noted, calls follow the shape of the dose curve; as a rule, active = well fitted curve in the direction sought with a large enough effect; inconclusive = small, poorly fitted or top-dose-only effect, or another doubt; inactive = no such curve, though single readings can be large; an effect the other way counts as inactive or inconclusive. Unless noted, % is scaled to controls: 0 for no effect and ±100 for the full control effect; potency is read from the fitted curve at half-maximal effect.

SMILES	Peg3 imprint	p53ts 32C tox	p53ts 39C tox	IkB signaling
COc1ccc(N(Cc2cccs2)C(=O)Nc2cccc(Cl)c2)cc1	-11.8%[10.9 µM]	0.7%	23.2%	u
Cc1nc(-c2ccc(S(=O)(=O)NCc3ccc(OC(C)C)cc3)cc2)co1	-5.4%[10.9 µM]	-1.5%	-24.0%	-1.2%
Cc1ccc2nc(-c3ccc(NC(=O)CN4CCN(C(=O)c5ccco5)CC4)cc3)sc2c1	-11.8%	-6.8%	-6.3%	-2.6%
COc1ccc(C2CC(=O)Nc3cc4c(cc32)OCO4)c(OC)c1 (configuration not stated)	-9.2%[10.9 µM]	7.3%	-18.7%	u
Cc1cc(C)c2cc(CN(CCO)C(=O)Nc3ccc(F)cc3)c(=O)[nH]c2c1	-2.0%	0.9%	-14.0%	1.7%
Cc1ccc(Cl)cc1-n1nnc(-c2nsc(NC(=O)c3ccccc3Cl)n2)c1C	-6.7%[10.9 µM]	27.6%	-25.7%	u
Cc1ccc(C)c(NC(=O)NCc2ccc3c(c2)CCN3C(=O)c2ccccc2)c1	21.2%[10.9 µM]	-4.0%	3.6%	u
O=S(=O)(NCCc1ccncc1)c1cc(Br)ccc1F	13.1%	5.3%	4.6%	1.6%
Cc1cc(C(C#N)c2ccccc2)n2ncnc2n1 (configuration not stated)	-5.4%	13.7%	18.1%	1.2%
COC(=O)CN1C(=O)CSc2ccc(S(=O)(=O)Nc3ccccc3)cc21	-6.0%[10.9 µM]	1.8%	-4.2%	u
O=c1cc[nH]c(=S)[nH]1	-4.2%	9.8%	u	x
Cn1nc(C(=O)Nc2ccc(S(=O)(=O)N3CCCC3)cc2)ccc1=O	-7.7%	-10.5%	-19.5%	0.2%
COc1ccccc1-c1cc(C(F)(F)F)nc(S(=O)(=O)CCCC(=O)Nc2ccc(F)c(Cl)c2)n1	-21.4%[10.9 µM]	u	u	u
COc1cc(NC(=O)CCc2c(C)nn(-c3ccc(N4CCOCC4)nn3)c2C)cc(OC)c1OC	-10.4%[10.9 µM]	-0.1%	-22.7%	1.2%
Cc1nnc(NC(=O)CSCc2cc(=O)c3ccccc3[nH]2)s1	-5.5%[10.9 µM]	0.3%	-27.4%	0.1%
CN(C)c1ccc(-c2cncnc2NCCc2cnc[nH]2)cc1	u	10.4%	9.7%	-0.2%[11.4 µM]
CCS(=O)(=O)N1CCCC(C(=O)NCC2CCCO2)C1 (configuration not stated)	-10.6%	-11.8%	-7.7%	0.5%
CCOc1ccc(N2CC(c3nc4ccccc4n3CCCOc3ccc(OC)cc3)CC2=O)cc1 (configuration not stated)	-11.4%[10.9 µM]	-4.4%	-19.2%	u
Cc1ccc(CNc2ccc3c(c2)OCO3)c(C)c1	-26.9%	-22.5%	-15.0%	-0.3%
O=C(Nc1ccccc1)N(CCN1CCOCC1)Cc1ccccc1F	-25.5%	0.4%	-6.3%	-1.5%

Retrieved by structure from above, 2 records:
SMILES	Peg3 imprint	p53ts 32C tox	p53ts 39C tox	IkB signaling
Cc1nnc(NC(=O)CSCc2cc(=O)c3ccccc3[nH]2)s1	-5.5%[10.9 µM]	0.3%	-27.4%	0.1%
COc1ccc(N(Cc2cccs2)C(=O)Nc2cccc(Cl)c2)cc1	-11.8%[10.9 µM]	0.7%	23.2%	u

Some of the entries above in a different format:
The line under a structure holds: Peg3 imprint, p53ts 32C tox, p53ts 39C tox, IkB signaling
Cc1ccc(CNc2ccc3c(c2)OCO3)c(C)c1
→ -26.9%, -22.5%, -15.0%, -0.3%
O=c1cc[nH]c(=S)[nH]1
→ -4.2%, 9.8%, u, x

Back to the main list; the 5 compounds before the break are reprinted first.
SMILES	Peg3 imprint	p53ts 32C tox	p53ts 39C tox	IkB signaling
CN(C)c1ccc(-c2cncnc2NCCc2cnc[nH]2)cc1	u	10.4%	9.7%	-0.2%[11.4 µM]
CCS(=O)(=O)N1CCCC(C(=O)NCC2CCCO2)C1 (configuration not stated)	-10.6%	-11.8%	-7.7%	0.5%
CCOc1ccc(N2CC(c3nc4ccccc4n3CCCOc3ccc(OC)cc3)CC2=O)cc1 (configuration not stated)	-11.4%[10.9 µM]	-4.4%	-19.2%	u
Cc1ccc(CNc2ccc3c(c2)OCO3)c(C)c1	-26.9%	-22.5%	-15.0%	-0.3%
O=C(Nc1ccccc1)N(CCN1CCOCC1)Cc1ccccc1F	-25.5%	0.4%	-6.3%	-1.5%
CCn1c(=O)c2cc(C(=O)N(C)c3cc(Cl)c(OC)cc3OC)sc2c2ccccc21	-7.1%[10.9 µM]	7.6%	-12.3%	2.0%
Clc1ccc(OCCn2cnc3ccccc32)cc1	0.1%	7.4%	4.3%	-2.9%
CC(=O)c1ccc(N2CCN(C(=O)c3cn(C)c(=O)c4c3c3ccccc3n4C)CC2)cc1	-5.5%[10.9 µM]	12.0%	-0.8%	9.4%
COc1ccc(C)cc1NC(=O)CSc1nc(=O)n(Cc2ccccn2)c2c1CCC2	-6.4%[10.9 µM]	4.2%	-3.1%	u
CO[C@@H]1COC(=O)[C@H]2CCCN2C(=O)[C@@H](C)COC(=O)CCC[C@H]1C	x	-1.0%[9.22 µM]	7.5%[9.22 µM]	x
N#Cc1ccccc1NC(=O)CSc1nc(-c2ccccc2)cc(C(F)(F)F)c1C#N	-11.3%[10.9 µM]	-3.0%	u	1.6%
COc1cc(Cl)c(NS(=O)(=O)c2ccc(-c3coc(C)n3)cc2)c(OC)c1	-23.6%[10.9 µM]	2.5%	u	u
Oc1c(C(c2ccccc2)N2CCC(O)CC2)sc2nc(-c3ccco3)nn12 (configuration not stated)	3.1%[10.9 µM]	0.1%	-5.0%	3.1%
Cn1c(/N=C/c2cccs2)nc2ccccc21	x	-0.8%	7.5%	x
Cc1cccc2sc(N3CCN(C(=O)CS(=O)(=O)c4ccc(F)cc4)CC3)nc12	-7.2%[10.9 µM]	0.0%	-16.9%	u
COc1ccc(OC)c(CNC(=O)Cc2ccc(NC(=O)N3CCCCc4ccccc43)cc2)c1	21.7%[10.9 µM]	-1.5%	-22.4%	u
COC(=O)c1cc2oc3ccccc3c2n1Cc1ccccn1	-9.3%	12.2%	5.4%	2.0%
Cc1oc2ccc(O)c(CN(C)Cc3ccccc3)c2c1C(=O)Nc1ccccc1	-9.3%[10.9 µM]	u	u	u
Cc1cc(NS(=O)(=O)c2cccs2)no1	x	-2.5%	3.0%	-1.2%
O=C1NC2NC(=O)N(C(Cc3ccccc3)C(=O)O)C2N1 (configuration not stated)	8.0%	-1.9%	9.6%	0.0%
COc1cc(OC)cc(-n2c3nc4ccccc4nc3c3c(=O)n(CC4CCCO4)cnc32)c1 (configuration not stated)	-4.4%	6.5%	4.7%	7.9%
CCOC(=O)N1CCc2c(sc(NCc3sccc3C)c2C(=O)Nc2cc(Cl)ccc2OC)C1	-9.0%[10.9 µM]	4.8%	8.7%	u
CCOc1cc(S(=O)(=O)NC2CCCCCC2)ccc1F	-12.6%	-3.4%	11.6%	3.1%
COc1ccccc1N1CCN(C(=O)c2cc3c(=O)n(Cc4ccco4)ccc3nc2C)CC1	7.8%[10.9 µM]	2.1%	-9.9%	0.2%
Cc1cccc(OCc2cc(=O)n3c4c(sc3n2)CCCC4)c1C	-5.2%[10.9 µM]	5.8%	1.2%	-0.1%
COc1ccc2c(c1)c(=O)c(S(=O)(=O)c1ccc(F)cc1)cn2Cc1ccccc1Cl	-10.1%[10.9 µM]	4.0%	-7.7%	u
